From PubChem BioAssay
GC-B act – human GC-B receptor activators, primary screen, HEK293 GC-B cells, cGMP TR-FRET, EC30 CNP | hit rate 0.11% among 370,000 | Atrial natriuretic peptide receptor 2 (Homo sapiens), P20594 | activation, % at 10 µM | AID 1920062, 2024 | 0% at EC30 CNP, 100% saturating CNP;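 active = activation at 10 µM reaching about 35% in either raw or pattern-adjusted values, limit read from the data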
TCR CD3 inh – inhibitors of human TCR-CD3 interaction, primary screen, biochemical, fluorescence, TAMRA-labeled TCR probe; inhibition, % at 9.4 µM; hit rate 0.37% among 360,000; AID 651800, 2012; in the data active = inhibition above about 19%;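 also: recombinant mutant TCR 2C K166C tagged with TAMRA read by polarization; 0% = receptor in buffer alone and 100% = receptor with positive control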
LEDGF integ inh – blockers of LEDGF/p75-dependent integrase strand transfer – biochemical, TR-FRET, high throughput, primary screen; HIV-1 integrase (with human LEDGF/p75); TR-FRET IN-LEDGF/p75 DNA integration, Eu/Cy5; inhibition, % at 3.7 µM; hit rate 0.64% among 370,000; AID 743269, 2014;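 active = inhibition above the screen-wide mean plus 3 SD, cut at about 13% in these data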;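 also: signal is the Cy5 over europium emission ratio at 671 and 618 nm; 0% = plate median of compound wells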
SIAE primary – human SIAE inhibitors, primary screen, biochemical, fluorescence polarization, FP-Rh probe, 1536-well HTS; Sialate O-acetylesterase (Homo sapiens), Q9HAT2; SIAE FP-Rh probe binding; inhibition, % at 9.66 µM; hit rate 0.69% among 370,000;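 active = inhibition above a cutoff: mean of compounds within the control limits plus 3 SD of those, cut at about 17% in these data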;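 also: 0% = plate median of compound wells and 100% = probe without SIAE protein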
HTRA1 inh – HTRA1 serine protease inhibitors, primary screen, biochemical, fluorescence polarization, HTS; inhibition, % at 5.96 µM; recombinant HTRA1, FP-rhodamine activity-based probe; AID 504803, 2011; Q92743; hit rate 0.5% among 340,000; in the data active = inhibition above about 36%;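 also: 0% = enzyme with DMSO and 100% = wells lacking enzyme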
rCAG binder – binders of r(CAG) RNA repeats, primary screen, biochemical, fluorescence. hit rate 1.3% among 370,000. AID 651821, 2012. inhibition, % at 3 µM. r(CAG) RNA repeat, TO-PRO-1 dye displacement fluorescence;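 active = inhibition above the plate cutoff, the mean of all test compounds on that plate plus 3 SD, cut at about 35% in these data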;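 also: 0% = DMSO alone and 100% = 100 µM mitoxantrone as full dye displacement; higher means more dye released from RNA so lower well fluorescence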
MBD2 DNA inh – inhibitors of MBD2 binding to methylated DNA, primary screen, biochemical, TR-FRET, DNA-binding domain, human; Methyl-CpG-binding domain protein 2 (Homo sapiens), Q9UBB5; MBD2 binding to methylated oligonucleotide; inhibition, % at 4.4 µM; hit rate 0.31% among 370,000; AID 686964, 2013; in the data active = inhibition above about 13%
PRMT1 FP inh – PRMT1 methyltransferase inhibitors, primary screen, biochemical, fluorescence polarization. hit rate 1.3% among 370,000. inhibition, % at 2.79 µM. recombinant PRMT1, activity-based probe fluorescence polarization. AID 652257, 2013;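 active = inhibition above about 21% made by adding two undisclosed values, limit read from the data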
ABHD4 inh – ABHD4 inhibitors, primary screen, biochemical, fluorescence polarization, mouse. purified mABHD4, FP-Rh probe fluorescence polarization. inhibition, % at 8.92 µM. (Lyso)-N-acylphosphatidylethanolamine lipase (Mus musculus), Q8VD66. hit rate 0.54% among 370,000;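 active = inhibition exceeding the mean over every tested compound plus 3 SD, cut at about 30% in these data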;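 also: 0% = plate median of compound wells and 100% = S159A mutant with DMSO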
Target sequence (Q8VD66 whole entry, looked up): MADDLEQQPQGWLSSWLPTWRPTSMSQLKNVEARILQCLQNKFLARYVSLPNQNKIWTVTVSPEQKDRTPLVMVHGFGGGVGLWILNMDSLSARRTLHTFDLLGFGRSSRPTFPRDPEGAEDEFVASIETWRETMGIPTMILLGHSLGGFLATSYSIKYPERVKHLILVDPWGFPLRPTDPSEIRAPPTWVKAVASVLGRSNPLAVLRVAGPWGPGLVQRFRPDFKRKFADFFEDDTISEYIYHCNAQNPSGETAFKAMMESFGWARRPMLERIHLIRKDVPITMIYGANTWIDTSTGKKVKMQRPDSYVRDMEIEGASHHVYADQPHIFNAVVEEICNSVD
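system = mouse ABHD4 enzyme, wild type | medium = HEPES pH 7.0, NaCl, Pluronic buffer | also added = FP-Rh probe | incubation = Enzyme–compound pre-incubation 45 min, then probe 60 min, both 25 °C | technique = fluorescence polarization, excitation 525 nm, emission 598 nm, BODIPY TMR filters | controls = S159A mutant high control, sample median low control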
TDP2 inh – human TDP2 enzyme inhibitors, primary screen, biochemical, epi absorbance, recombinant enzyme | Tyrosyl-DNA phosphodiesterase 2 (Homo sapiens), O95551 | T5PNP hydrolysis, p-nitrophenol absorbance 415 nm | inhibition, % at 12.8 µM | hit rate 0.34% among 370,000;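 active = inhibition above the mean of all tested compounds plus 3 SD, set per campaign, cut at about 25% in these data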;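 also: 0% = DMSO with enzyme and 100% = buffer with substrate but no TDP2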
Target sequence (O95551 whole entry, looked up): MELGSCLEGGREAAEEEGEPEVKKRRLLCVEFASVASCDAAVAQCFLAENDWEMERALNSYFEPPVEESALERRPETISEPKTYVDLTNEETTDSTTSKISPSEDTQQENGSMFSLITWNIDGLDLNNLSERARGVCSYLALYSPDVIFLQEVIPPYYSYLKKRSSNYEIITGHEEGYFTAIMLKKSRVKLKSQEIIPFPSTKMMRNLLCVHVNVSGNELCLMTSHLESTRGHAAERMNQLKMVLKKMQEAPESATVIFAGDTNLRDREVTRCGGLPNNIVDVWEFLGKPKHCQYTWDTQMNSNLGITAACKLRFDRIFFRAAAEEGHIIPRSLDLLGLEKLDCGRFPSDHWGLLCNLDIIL
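Assay system: recombinant human TDP2 / Reagent: T5PNP substrate at 5 mM, a TopII-DNA adduct mimic / Measured by: epi absorbance from released p-nitrophenol / Evaluation: % inhibition relative to enzyme-containing and enzyme-free wells / Control set: enzyme-free and DMSO wells / Replicates: each compound tested once, singlicate / Schedule: enzyme reaction with compound for 2 h at 37 °C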
Numbers without * were called inactive; nt = not tested or not shown. These rows are one share of the data; the hit share may differ from the screen's.

Below each compound: TCR CD3 inh, LEDGF integ inh, PRMT1 FP inh, SIAE primary, rCAG binder, MBD2 DNA inh, TDP2 inh, HTRA1 inh, ABHD4 inh, GC-B act
1) O=C(O)C1C2C=CC(C2)C1C(=O)NCCC1=CCCCC1 (centres undefined)
  3, -3, 0, -10, -2, 4, -10, 0, 4, 2
2) CCC1=C(Nc2ccccc2)COC1=O
  -2, -11, 1, -2, 3, 5, 2, -2, 1, 1
3) O=S1(=O)CCOC[C@H](c2ccccc2)N1Cc1ccccc1F
  -7, 2, 1, 8, -2, 7, -13, 3, -6, 0
4) Cn1c(=O)c(=O)n(C)c2cc(N3CCCC3)c(NS(=O)(=O)c3ccc(F)cc3)cc21
  0, 0, 3, -1, 4, 0, 10, 3, 2, 0
5) Cc1ccc(C)c(NC(=O)Cn2nc([N+](=O)[O-])c(Br)c2C)c1
  -8, -10, 1, 0, -1, 1, -1, -1, 6, 0
6) Cc1cc(C)c(C)c(S(=O)(=O)N2CCN(C(=O)c3cc(S(=O)(=O)N4CCOCC4)ccc3F)CC2)c1C
  1, -3, 5, -7, 6, -1, 3, -10, 2, 4
7) CCCCCCNc1ccc(C(=O)OCC)cc1
  5, -3, 2, 3, 5, -4, -1, nt, -1, -2
8) COC(=O)C1=C(C)N(C)C(=O)NC1c1c(O)ccc2ccccc12 (centres undefined)
  4, -7, 6, -2, 2, 0, -12, -5, 6, 2
9) COc1ccc2[nH]c(=O)c(CN(C(C)=O)c3cccc(C)c3)cc2c1
  -1, -1, 1, -5, -6, 1, 6, -5, 4, -16
10) CSCC[C@H](NC(=O)NCc1cccs1)C(=O)O
  4, 0, -3, 8, 0, 1, 9, 6, -2, -2
11) COc1cccc(NC(=O)CSCc2nc3sc(C)c(C)c3c(=O)[nH]2)c1
  2, -1, 2, 8, 2, 0, 6, -3, 7, -7
12) Cc1ccc(CN2CCCC(C(=O)N3CCCC3)C2)cc1 (centres undefined)
  2, -2, -2, -3, -1, 2, 21, 3, 16, 1
13) CCOC(=O)C1=CCC(c2ccco2)N(S(=O)(=O)c2ccc(C)cc2)C1 (centres undefined)
  5, -1, 9, -1, 6, 0, -5, nt, 3, -1
14) c1ccc(/N=C2\N=C(Nc3ccccn3)c3ccccc32)nc1
  -12, 4, -2, -6, 1, 0, -13, -1, -4, -5
15) CCNC(=O)N(C)[C@H]1C[C@H]2c3[nH]c4c(-c5ccc6c(c5)OCO6)cccc4c3CCN2C(=O)[C@H]1[C@H](C)O
  -3, -5, 7, -7, 6, 3, -7, nt, 1, -2
16) Cc1ccc(S(=O)(=O)c2c(N)n(/N=C/c3ccco3)c3nc4ccccc4nc23)cc1
  -6, 1, 3, -25, 20, 7, -8, -5, -8, 4
17) [N-]=[N+]=NC[C@H](Cc1ccccc1)N1CCN(Cc2ccccc2)CCC1=O
  -5, 1, 3, 7, -6, -2, -12, 3, 9, 2
18) COc1ccc(NC(=O)C2CCCN(c3nc(C)cc(C)n3)C2)cc1 (centres undefined)
  3, 2, 4, 4, -4, -7, 7, -2, -4, -6
19) CC1C(=O)NN=C1C(=O)N/N=C/c1cccs1 (centres undefined)
  -8, -1, 0, 2, -3, -3, 2, -2, 0, 4
20) CC1(CCc2ccccc2)NC(=O)N(CC(=O)N2CCCCCC2)C1=O (centres undefined)
  0, 0, -3, 6, -6, -4, -2, 2, 1, 0
21) O=S(=O)(c1ccccc1F)N1CCCc2ccccc21
  3, -2, -3, 1, -4, 0, 11, -3, 0, 0
22) COc1ccc(-n2cnnc2SCc2cnc(-c3ccccc3)s2)cc1
  -1, 1, -2, -4, -6, -5, 1, 0, -3, -9
23) Cc1c(C)n(Cc2ccc(-c3ccccc3C(=O)O)cc2)c2ccc(C(=O)N[C@@H](C)c3ccc(Br)cc3)cc12
  nt, 4, 1, -8, 77*, 2, 3, nt, 6, -7
24) CCOC(=O)C1CCCN(C(=O)C2CC(=O)N(c3ccc(C)cc3)C2)C1 (centres undefined)
  -1, 1, 0, 6, -3, 7, -4, -3, 4, 1
25) COc1cccc(-c2cnc3c(NC=O)cc(-c4cccc(C(=O)N(C)C)c4)cn23)c1
  1, 6, -1, -1, 10, -11, -4, nt, 3, -5
26) COc1cccc(OC)c1OC(=O)C1CC(=O)N(c2ccc3c(c2)OCCO3)C1 (centres undefined)
  1, 3, 2, 4, 4, 7, 1, 11, 3, -6
27) COc1ccc(N)c2c1OCCC2=O
  -2, 19*, 2, 12, 0, -3, 34*, 7, 6, -3
28) COc1ccc(N2CCN(C(=O)CN(c3ccccc3)S(=O)(=O)c3ccc(OC)cc3)CC2)cc1
  4, 3, -4, 3, -2, 4, 3, 4, 0, 3
29) Cc1ccc(C(NC(=O)N2CCN(C)CC2)C(Cl)Cl)cc1F (centres undefined)
  -1, 2, -2, -1, 0, 1, 9, -4, 3, 1
30) CCOC(=O)c1cnc(SCC(=O)c2ccc(C)cc2)nc1N
  6, -1, -2, -6, 0, 4, 0, 2, -1, -3

Of the compounds above, these contain two or more sulfur atoms.
Below each compound: TCR CD3 inh, LEDGF integ inh, PRMT1 FP inh, SIAE primary, rCAG binder, MBD2 DNA inh, TDP2 inh, HTRA1 inh, ABHD4 inh, GC-B act
6) Cc1cc(C)c(C)c(S(=O)(=O)N2CCN(C(=O)c3cc(S(=O)(=O)N4CCOCC4)ccc3F)CC2)c1C
  1, -3, 5, -7, 6, -1, 3, -10, 2, 4
10) CSCC[C@H](NC(=O)NCc1cccs1)C(=O)O
  4, 0, -3, 8, 0, 1, 9, 6, -2, -2
11) COc1cccc(NC(=O)CSCc2nc3sc(C)c(C)c3c(=O)[nH]2)c1
  2, -1, 2, 8, 2, 0, 6, -3, 7, -7
22) COc1ccc(-n2cnnc2SCc2cnc(-c3ccccc3)s2)cc1
  -1, 1, -2, -4, -6, -5, 1, 0, -3, -9

New compounds follow.
Below each compound: TCR CD3 inh, LEDGF integ inh, PRMT1 FP inh, SIAE primary, rCAG binder, MBD2 DNA inh, TDP2 inh, HTRA1 inh, ABHD4 inh, GC-B act
31) O=C(Nc1c2c(nn1-c1ccc(F)cc1)CS(=O)C2)C12CC3CC(CC(C3)C1)C2 (centres undefined)
  -4, -2, 4, -1, 0, 4, -20, 4, -20, -5
32) Cc1ccc(-n2c(SCC(=O)N/N=C/c3ccccc3OCC(=O)O)nc3ccccc3c2=O)cc1
  0, 68*, -1, 1, 23, -2, 12, -1, 5, -1
33) COc1ccc(N(CC(=O)NCc2ccc(Cl)cc2)S(=O)(=O)c2ccccc2[N+](=O)[O-])c(OC)c1
  7, -1, -2, -7, 1, -3, 9, -14, 4, -14
34) CCCCOc1cccc(-c2cc(C(=O)NNC(=S)NCC)c3ccccc3n2)c1
  1, 1, -4, -11, 31, 2, -6, -10, 2, 3
35) COC(=O)c1ccc(NC(=O)CC2C(=O)N(c3ccc(C)cc3)C(=O)N2CC(C)C)cc1 (centres undefined)
  10, -1, 0, -2, 3, 1, 5, -13, -7, -3
36) COc1ccc(C2(CCN)CC(C)N(C)CC2C)cc1 (centres undefined)
  2, -3, 3, 1, 0, -2, 9, 6, 1, 0
37) S=c1[nH]nc(Nc2ccc(Cl)cc2)s1
  6, -5, 14, 7, -1, 2, -8, 2, 5, -1
38) O=C(Nc1ccc(Oc2cccnc2)cc1)c1ccccc1Cl
  5, 2, -3, 3, -3, -5, 4, -9, -2, -4
39) CC1=C([N+](=O)[O-])C(c2ccccc2)NC(=O)N1 (centres undefined)
  -2, 0, -2, 11, 1, -6, -11, 7, -5, 3
40) O=C(c1cc(-c2ccccc2)n[nH]1)N1CCN(S(=O)(=O)c2ccccc2)CC1
  0, 3, -2, -1, -2, 1, 7, -1, 0, -1
41) COc1ccc(CCNC(=O)c2ccc(CS(=O)(=O)c3ccc(Br)cc3)o2)cc1OC
  7, -1, 2, 2, -3, -2, 0, -2, -1, 0
42) CC1CN(C(=O)c2cc(S(=O)(=O)N3CCCC3)ccc2Cl)CC(C)O1 (centres undefined)
  7, -1, 0, 3, -5, -1, 10, 2, 8, 4
43) CNC(C)C#Cc1ccc2c(=O)c3ccccc3oc2c1 (centres undefined)
  16, -6, 2, -8, 12, -6, -7, -37, -9, 2
44) O=Cc1ccc(-c2ccc(F)cc2)o1
  8, 3, 0, -5, 0, 3, -21, 0, 0, 4
45) O=C(c1ccc(Cl)c(Cl)c1)N1CCC(=O)N(C(COCc2cccc(C(F)(F)F)c2)Cc2ccccc2)CC1 (centres undefined)
  -1, -2, -2, -3, -3, -2, -6, -68, -12, -6
46) Cc1cc(OCC(=O)OCC(=O)N(Cc2ccccc2)C(C)(C)C)ccc1Cl
  -1, 3, -2, 8, 3, -2, 2, -21, -5, 0
47) COc1ccc(C)cc1NC(=O)c1nnn(Cc2cccc(C(F)(F)F)c2)c1N
  3, 0, -4, -3, -2, -5, -1, -30, -3, -7
48) COc1ccc(NC(=O)c2ccc3c(c2)S(=O)(=O)c2ccccc2C3=O)cc1
  -1, 2, -3, 1, -2, -5, -1, 1, 0, 5
49) CC(C)(C)n1nnnc1C(c1ccc(C#N)cc1)N1CCCC2(CCCCC2)C1 (centres undefined)
  2, -4, -4, 0, -3, 5, 13, -1, -3, 1
50) CCOc1ccc(N(C)S(=O)(=O)c2cc(-c3cc(C)no3)ccc2CC)cc1
  3, -2, 0, -6, 1, -1, -13, -30, -6, -5
51) Cc1ccc(CN2CCCCC(NC(=O)c3ccccc3)C2=O)cc1 (centres undefined)
  nt, -1, 5, 2, 4, 2, 6, nt, 7, -3
